SUMO1 PPI mod: modulators of SUMO1 protein-protein interactions, primary screen, biochemical, uHTS; Small ubiquitin-related modifier 1 (Homo sapiens), P63165; SUMO1 binding to a labelled peptide, TR-FRET, 1 h; inhibition, % at 20 µM; 360,000 tested, 0.33% active; AID 602429, 2012; in the data active = inhibition above about 37%
Target sequence (P63165 whole entry, looked up): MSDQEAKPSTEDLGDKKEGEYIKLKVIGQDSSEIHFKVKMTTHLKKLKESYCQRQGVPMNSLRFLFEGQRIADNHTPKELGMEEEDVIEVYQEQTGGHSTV
Scp-1 inhibitor: Scp-1 phosphatase inhibitors, primary screen, biochemical, colorimetric, uHTS; 340,000 tested, 0.88% active; inhibition, % at 20 µM; AID 493091, 2011; Carboxy-terminal domain RNA polymerase II polypeptide A small phosphatase 1 (Homo …; Recombinant Scp1, phosphopeptide, malachite green phosphate absorbance;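 active = inhibition above about 50% at 20 µM, limit read from the data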;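 note: plate controls were DMSO wells with enzyme for no effect and wells lacking enzyme for full effect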
Target sequence (Q9GZU7 76-261 limits assumed): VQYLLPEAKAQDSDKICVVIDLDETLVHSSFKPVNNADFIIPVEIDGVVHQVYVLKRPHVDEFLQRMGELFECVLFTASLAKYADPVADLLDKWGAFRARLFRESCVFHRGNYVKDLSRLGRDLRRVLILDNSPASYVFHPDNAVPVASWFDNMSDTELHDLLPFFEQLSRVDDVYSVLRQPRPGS
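Material – SCP-1 phosphatase catalytic domain, residues 76-261 · Buffer or medium – Acidic Tris acetate buffer with magnesium and detergent · Also added – Phospho 17-mer peptide substrate · Compound – single 20 µM dose, 1% DMSO · Times – 45 min room-temperature reaction, 5 min colour, 30 min stabiliser · Technique – Phosphate-binding colour reagent, absorbance read at 630 nm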
STEP inh: STEP phosphatase inhibitors, primary screen, biochemical, fluorescence intensity, uHTS; inhibition, % at 20 µM; recombinant STEP, OMFP fluorogenic substrate; AID 588621, 2011; 360,000 tested, 0.25% active;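 active = inhibition at 20 µM, scaled per plate between control wells, above about 37%, limit read from the data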;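 note: 0% = DMSO with enzyme and substrate and 100% = substrate only without enzyme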
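Assay system: isolated STEP enzyme. Buffer or medium: pH 6.0 Bis-Tris with DTT and Tween 20. Also added: fluorogenic phosphatase substrate OMFP at 25 µM final. Dosing: 20 µM, 1% DMSO. Timing: 20 min reaction, room temperature, in the dark. Measured by: fluorescence intensity, excitation 480 nm, emission 540 nm. Evaluation: normalized % inhibition.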
Neddylation inh: inhibitors of cullin neddylation, primary screen, biochemical, TR-FRET, uHTS, NAE and Ubc12; NEDD8-conjugating enzyme Ubc12 (Homo sapiens) + NEDD8-activating enzyme E1 regulatory …; calls only at 25 µM; 360,000 tested, 0.58% active; AID 651699, 2012; in the data active = inhibition above about 36%
LMPTP inh: LMPTP phosphatase inhibitors, primary screen, biochemical, fluorescence intensity, uHTS. Low molecular weight phosphotyrosine protein phosphatase (Homo sapiens), P24666. recombinant LMPTP-A, OMFP fluorogenic substrate. inhibition, % at 20 µM. 360,000 tested, 0.22% active. AID 651560, 2012;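 active = compounds that cut the enzyme signal by at least half of the control window in the single-dose screen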;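 note: plate controls were DMSO wells with enzyme plus substrate for no effect and substrate without enzyme for full effect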
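test system = LMPTP-A | amount = 0.625 nM LMPTP-A final | reagent = fluorogenic phosphatase substrate OMFP at 400 µM final | incubation = 50 min at room temperature | benchmarks = no-enzyme low control, uninhibited high control | medium = Bis-Tris pH 6.0, DTT, detergent | signal = fluorescence intensity of OMFP turnover product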
CSN inh: inhibitors of CSN-mediated cullin deneddylation, primary screen, biochemical, fluorescence polarization, uHTS; COP9 signalosome complex subunit 5 (Homo sapiens), Q92905; Purified CSN, SCF-Nedd8-OG deneddylation; inhibition, % at 12.5 µM; 360,000 tested, 0.38% active;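 active = pattern-corrected inhibition above about 35%, with an unprinted fluorescence ratio check between 0.5 and 1.5, limit read from the data, passing the limit was not always enough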;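 note: 0% = enzyme with substrate and 100% = substrate without enzyme; some results filed as inactive read as strong as hits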
Target sequence (Q92905 whole entry, looked up, one chain of several): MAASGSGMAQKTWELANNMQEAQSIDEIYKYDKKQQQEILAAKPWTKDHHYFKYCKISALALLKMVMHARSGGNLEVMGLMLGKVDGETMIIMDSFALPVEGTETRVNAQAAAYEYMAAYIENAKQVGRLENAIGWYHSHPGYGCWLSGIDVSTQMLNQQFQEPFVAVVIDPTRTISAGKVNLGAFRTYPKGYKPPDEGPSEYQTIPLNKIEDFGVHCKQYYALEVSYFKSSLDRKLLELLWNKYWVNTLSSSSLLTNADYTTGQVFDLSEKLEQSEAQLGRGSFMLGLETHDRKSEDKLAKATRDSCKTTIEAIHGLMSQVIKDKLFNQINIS
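Test system: Human Csn5 produced in HEK293T cells | Compound: 12.5 µM single point | Times: 90 min, room temperature | Signal: Fluorescence polarization readout | Read-out basis: % inhibition of substrate cleavage by Csn5 | Controls: no-enzyme wells high, enzyme-with-substrate wells low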
Rin1-Abl PPI inh: inhibitors of Rin1-Abl protein binding, primary screen, biochemical, TR-FRET. Tyrosine-protein kinase ABL1 (Homo sapiens) + Ras and Rab interactor 1 (Homo sapiens), …. inhibition, % at 7.35 µM. 360,000 tested, 0.4% active. AID 588664, 2011; in the data active = inhibition above about 5%, passing the limit was not always enough
DNMT1 block: human DNMT1 methyltransferase inhibitors, primary screen, biochemical, molecular beacon, fluorescence, HinP1I cleavage, uHTS. 360,000 tested, 0.83% active. DNA (cytosine-5)-methyltransferase 1 (Homo sapiens), P26358. inhibition (reported as % activation of signal), % at 10 µM; in the data active = inhibition above about 50%
Rpn11 inh: Rpn11 (PSMD14) deubiquitinase inhibitors, primary screen, biochemical, fluorescence polarization, uHTS | 26S proteasome non-ATPase regulatory subunit 14 (Homo sapiens), O00487 | human 26S proteasome, Ub4-pepOG fluorescence polarization; 20S core pre-blocked with epoxomicin | calls only at 20 µM | 360,000 tested, 0.59% active;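 active = inhibition at 20 µM, scaled to each plate's controls, above about 33%, limit read from the data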
Target sequence (O00487 whole entry, looked up): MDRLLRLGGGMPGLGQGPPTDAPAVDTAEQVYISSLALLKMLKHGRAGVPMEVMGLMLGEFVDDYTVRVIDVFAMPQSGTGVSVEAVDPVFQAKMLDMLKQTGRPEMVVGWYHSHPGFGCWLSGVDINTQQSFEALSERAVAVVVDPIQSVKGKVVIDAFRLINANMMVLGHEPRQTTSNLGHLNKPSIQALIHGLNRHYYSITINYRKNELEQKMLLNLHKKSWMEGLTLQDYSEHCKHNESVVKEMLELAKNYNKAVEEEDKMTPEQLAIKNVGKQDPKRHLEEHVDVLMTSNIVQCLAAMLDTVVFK
NadD block: inhibitors of S. aureus NadD, primary screen, biochemical, colorimetric, uHTS; Nicotinate-nucleotide adenylyltransferase NadD (Staphylococcus aureus N315); inhibition, % at 20 µM; purified NadD enzyme, colorimetric absorbance read-out; 360,000 tested, 0.78% active; AID 602399, 2012; in the data active = inhibition above about 26%; note: some compounds past the cut are filed as inactive
Numbers without * were called inactive; i = inactive; · = no result given.

SMILES	SUMO1 PPI mod	Scp-1 inhibitor	STEP inh	Neddylation inh	LMPTP inh	CSN inh	Rin1-Abl PPI inh	DNMT1 block	Rpn11 inh	NadD block
O=C(N/N=C/c1c(O)n(C2CC2)c(=S)[nH]c1=O)c1ccccc1	-14	-9	1	i	-0.1	0	-2	-1	i	-1
CCc1ccc(-n2c(O)c(/C=N/N3CCCCC3c3cccnc3)c(=O)[nH]c2=O)cc1 (centres undefined)	5	1	-1	i	-0.6	-3	2	1	i	5
CN(C)C(=O)Oc1ccc2nnc3ccnn3c2c1	-24	-9	-2	i	-1.1	0	-4	-2	i	-1
CC(N)C(=O)NC1C2C(=C(O)CC(O)C2O)C(=O)OC1(C)C(Cl)Cl (centres undefined)	-2	7	-1	i	-0.3	0	4	6	i	0
Nc1ccc([N+](=O)[O-])cc1	-8	-3	0	i	0.4	-1	-2	-1	i	6
COc1cc2c(cc1/C=C/[N+](=O)[O-])OCO2	2	1	2	i	-1.0	-1	-3	0	i	-2
COc1cccc2c1O[C@H]1C(=O)CC[C@H]3CN(C)CCC231 (some centres undefined)	3	-2	2	i	0.1	3	-1	7	i	-2
Cc1ccc2ccccc2c1NC(=O)CNC1CCCCC1	-7	-12	1	i	-1.1	-3	1	1	i	-4
COP(=O)(OC)C(NC(C)=O)C(Cl)(Cl)Cl (centres undefined)	3	6	-2	i	-1.2	2	1	6	i	3
Cc1ccc(NC(=S)NCCc2cnc[nH]2)cc1C	2	-1	3	i	-2.7	-10	1	0	i	5
COc1ccccc1N1CCN(Cc2ccc(Br)s2)CC1	5	7	0	i	-0.9	-2	0	8	i	-1
CC(=O)N1CCN(c2ccc([N+](=O)[O-])cc2C=C2C(=O)NC(=O)NC2=O)CC1	-15	6	-2	i	-0.2	-17	0	1	i	0
COC(=O)C1=Nc2ccccc2/C1=C\c1c(O)n(-c2cc(OC)ccc2OC)c(=O)[nH]c1=O	4	-5	0	i	-0.2	-9	-2	-14	i	16
CCCCOC(=O)c1ccc(NC(=O)c2c(O)[nH]c(=O)[nH]c2=O)cc1	5	3	0	i	2.8	-1	1	12	i	-4
CC(C)CC(NC(=O)CCCNC(=O)CCC(=O)OC1O[C@H]2OC3(C)CC[C@H]4[C@H](C)CCC(C1C)C24OO3)C(=O)O (some centres undefined)	-1	95*	-4	i	-1.0	1	2	4	i	0
COc1ccc(OCC(=O)N2CCN(C(C)C)CC2)cc1	-2	0	1	i	-1.8	-1	5	4	i	-21
CCN1CCN(C(=O)COc2ccc(S(=O)(=O)N(C)Cc3ccccc3)cc2)CC1	3	-8	0	i	0.9	-3	5	1	i	-8
CN1CCN(c2ccc(N)c(N3CCN(C)CC3)c2)CC1	-4	-16	2	i	-3.6	1	-2	-26	i	2
CCCC[C@@H](C)C[C@@H](C)C(=O)N(C)[C@@H](CC(C)C)C(=O)N[C@H](C(=O)N(C)[C@H](C(=O)N1C[C@@H](O)C[C@H]1C(=O)N1C(=O)C=C[C@@H]1C)C(C)C)C(C)OC(C)=O (some centres undefined)	9	-23	0	i	-0.5	1	1	-6	i	-11
Cc1cc(OCC(=O)NC2CCS(=O)(=O)C2)c2c3c(c(=O)oc2c1)CCC3 (centres undefined)	-5	-2	-2	·	-0.9	-5	0	2	i	4
CC[n+]1c(/C=C/N(C)c2ccccc2)sc2ccc(Cl)cc21	-16	6	-2	i	0.6	8	-4	-2	i	10
N#Cc1ccc(CN2Cc3ccccc3-n3nncc3C2)cc1	-4	·	-3	i	-0.3	3	-2	-5	i	-8
COc1cc(CC(=O)N2C[C@H]3C[C@@H](C2)c2cccc(=O)n2C3)cc(OC)c1OC	1	-6	-1	i	0.1	-3	1	-2	i	7
COc1ccc(C[C@H]2NC[C@H](O)[C@H]2OC(C)=O)cc1	1	-1	-2	i	1.9	0	0	0	i	-1
COC(=O)C1=C(c2ccc(-c3ccccc3)c(F)c2)C[C@@H]2CC[C@H]1N2C(=O)NC1CCCCC1	2	-8	0	i	10	-2	1	-4	i	0

Following part
SMILES	SUMO1 PPI mod	Scp-1 inhibitor	STEP inh	Neddylation inh	LMPTP inh	CSN inh	Rin1-Abl PPI inh	DNMT1 block	Rpn11 inh	NadD block
CC1CC(C)CN(CC(=O)c2ccc(OC(F)F)cc2)C1 (centres undefined)	1	-4	-1	i	-1.6	4	-2	1	i	0
O=C(Nc1cc(Cl)cc(Cl)c1)N1Cc2ccccc2-n2nncc2C1	-1	·	-3	i	0.5	4	0	-2	i	-8
O=c1[nH]c(O)c(C=NC2CCN(Cc3ccccc3)CC2)c(=O)[nH]1	1	4	-2	i	-2.0	-4	2	2	i	1
Cc1ccc(-c2nn(Cc3ccccc3)cc2C=O)cc1	4	3	-1	i	-0.8	-2	-2	-3	i	-9
CCN(CC)C(=O)c1ccc(NC(=O)c2cc(S(=O)(=O)N3CCCCCC3)ccc2OC)cc1	1	11	-2	i	1.3	0	86*	-2	i	5
COc1ccc(-n2c(SC)nc3ccccc3c2=O)cc1	0	3	4	i	0.4	-5	5	0	i	4
CC12CCC3C(CC=C4CC(O)CCC43C)C1C/C(=C\c1cccc(F)c1)C2=O (centres undefined)	-1	-7	-2	i	0.1	-16	-1	5	i	-2
Cc1cccc2c(CCN)c[nH]c12	0	-7	-3	i	-3.0	8	-1	-5	i	-5
CCC1(CC)COP(=O)(OCC(Cl)CCl)OC1 (centres undefined)	3	3	1	i	-1.7	-2	-1	5	i	2
CCOP(=S)(OCC)N1CC1	2	13	-1	i	-0.7	-3	1	2	i	-8
COC(=O)C1C2CC[C@@H](CC1OC(=O)c1ccccc1)N2 (some centres undefined)	-2	-6	-2	i	0.5	-2	2	-1	i	3
COCCCn1c(N)c(C(=O)Nc2sc3c(c2C(=O)OC)CCCC3)c2nc3ccccc3nc21	8	-13	-3	i	0.3	13	-4	-16	·	-3
O=c1[nH]c2ccccc2n1C1CCN(C(c2cccc3ccccc23)c2nnnn2Cc2ccccc2)CC1 (centres undefined)	9	·	3	i	5.2	1	1	-23	i	26
O=C(c1ccc(C(F)(F)F)cc1)C1CCCN(C2CCSCC2)C1 (centres undefined)	1	-6	1	i	-0.6	-11	1	-1	i	-2
COc1ccccc1NC1(C#N)CCCCC1	1	-4	-2	i	-0.5	1	3	3	i	-7
O=[N+]([O-])c1cc(F)c(N2CCCC2)cc1Br	-15	-9	3	i	1.3	-15	0	1	i	-1
Cc1ccccc1CN1Cc2cnnn2-c2ccccc2C1C#N (centres undefined)	4	0	3	i	-0.6	2	-1	1	i	5
COC(=O)CC(NC(=S)N1CC2C[C@@H](C1)Cn1c2cccc1=O)C(=O)OC (some centres undefined)	-2	5	-4	i	-1.2	1	-3	3	i	-7
Cc1ccc(C(=O)C2CN3CCC2CC3)cc1 (centres undefined)	-3	6	-3	i	-3.3	1	0	0	i	3
CC1=NN(c2ccccc2)C(=O)C1/C=C1\C(=O)NC(=O)N(c2ccc(C)c(C)c2)C1=O (centres undefined)	-5	-7	1	i	0.2	2	4	-5	i	5
O=P1(Oc2ccccc2)CC=C[C@H](COCc2ccccc2)O1 (some centres undefined)	0	-7	-1	i	-0.9	2	2	4	i	3
O=C(NCC(c1cccnc1)N1CCN(c2ccc(F)cc2)CC1)Oc1ccccc1 (centres undefined)	6	-4	-3	i	-1.3	6	-2	-9	i	-5
CCC(C)n1c(O)c(C=NCCN2CCOCC2)c(=O)[nH]c1=S (centres undefined)	-3	-7	2	i	-2.8	0	-1	3	i	-2
Cc1cccc(-n2c(O)c(/C=C3/C(c4ccccc4)=Nc4ccccc43)c(=O)[nH]c2=O)c1	-8	-16	-2	i	1.1	3	0	2	i	4
CC(NC(C)(C)C)C(=O)c1cccc(Cl)c1 (centres undefined)	-4	-14	-2	i	-2.0	-2	0	2	i	4

Arranged by count of non-hydrogen atoms (rising): some entries from above.
SMILES	SUMO1 PPI mod	Scp-1 inhibitor	STEP inh	Neddylation inh	LMPTP inh	CSN inh	Rin1-Abl PPI inh	DNMT1 block	Rpn11 inh	NadD block
Cc1ccc(-c2nn(Cc3ccccc3)cc2C=O)cc1	4	3	-1	i	-0.8	-2	-2	-3	i	-9
O=c1[nH]c(O)c(C=NC2CCN(Cc3ccccc3)CC2)c(=O)[nH]1	1	4	-2	i	-2.0	-4	2	2	i	1
O=C(Nc1cc(Cl)cc(Cl)c1)N1Cc2ccccc2-n2nncc2C1	-1	·	-3	i	0.5	4	0	-2	i	-8
CC1=NN(c2ccccc2)C(=O)C1/C=C1\C(=O)NC(=O)N(c2ccc(C)c(C)c2)C1=O (centres undefined)	-5	-7	1	i	0.2	2	4	-5	i	5

Additional entries.
SMILES	SUMO1 PPI mod	Scp-1 inhibitor	STEP inh	Neddylation inh	LMPTP inh	CSN inh	Rin1-Abl PPI inh	DNMT1 block	Rpn11 inh	NadD block
O=C(O)C1C2CC3CC(C2)CC1(n1ncc(N2CCC4(CC2)OCCO4)c(Cl)c1=O)C3 (centres undefined)	-3	-2	7	i	0.5	-2	-4	1	i	-7
CC(C)Oc1cccc(NC(=O)c2cccn(Cc3ccc4c(c3)OC(F)(F)O4)c2=O)c1	4	-20	-5	i	5.4	1	4	-16	i	3
CCN(CC)P(=S)(c1c(C)nc2ccccn12)c1c(C)nc2ccccn12	-1	11	11	i	-0.5	-5	0	-7	i	0
COc1ccc(CCN(C)Cc2ccncc2)cc1OC	0	-11	0	i	-1.7	-7	-3	-1	i	0
COc1c(C)cc(C(=O)C2CCCN(Cc3cccc(C)n3)C2)cc1C (centres undefined)	-5	-7	1	i	-0.7	-1	0	-10	i	-3
CN(C)CC1CCCCC1=O (centres undefined)	-2	-7	-1	i	-3.0	1	-4	2	i	-6
COc1ccc(-n2c(-c3ccccc3[N+](=O)[O-])nc3ccccc3c2=O)cc1	-13	-19	-3	i	-0.3	0	0	-4	i	-4
COCc1c(CN)cnc(C)c1N	-1	0	0	i	-3.0	0	-2	-3	i	1
CCN(CC)C(=O)Cn1cc(C=C2C(=O)N(C)C(=O)N(C)C2=O)c2ccccc21	-14	-6	0	i	0.0	2	1	1	i	7

Bioassay records from PubChem.

An excerpt; count on the stated rates, not on these rows.
